ARFGAP1 inh: inhibitors of rat ARFGAP1 GAP activity, primary screen, biochemical, fluorescence polarization, GDP tracer; ADP-ribosylation factor GTPase-activating protein 1 (Rattus norvegicus), Q62848; inhibition, % at 16.5 µM; Arfgap1-stimulated ARF1 GTP hydrolysis, GDP FP detection; actives 0.26% (n = 360,000);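 active = inhibition above a per-plate limit, mean inhibition of low control wells plus 3 SD, cut at about 25% in these data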;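 also: 0% = DMSO wells with enzyme and 100% = wells lacking Arfgap1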
Target sequence (Q62848 1-136 limits assumed): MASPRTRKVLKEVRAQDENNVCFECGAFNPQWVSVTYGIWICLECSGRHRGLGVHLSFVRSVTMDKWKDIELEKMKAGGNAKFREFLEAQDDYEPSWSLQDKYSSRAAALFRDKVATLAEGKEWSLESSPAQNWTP
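material = rat Arfgap1 catalytic domain, aa 1-136 | also added = human ARF1(Δ1-17)-GTP substrate | compound dosing = one concentration, 16.5 µM, DMSO 1.26% | times = GTP hydrolysis reaction 2 h at 25 °C | measured by = FP, GDP Alexa 633 tracer displaced from anti-GDP antibody, 620/688 nm | evaluation = percent inhibition of Arfgap1-stimulated GTP hydrolysis | replication = single well per compound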
TDP2 absorb: human TDP2 enzyme inhibitors, primary screen, biochemical, epi absorbance, recombinant enzyme; T5PNP hydrolysis, p-nitrophenol absorbance 415 nm; Tyrosyl-DNA phosphodiesterase 2 (Homo sapiens), O95551; inhibition, % at 12.8 µM; actives 0.34% (n = 370,000);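 active = inhibition above the mean of all tested compounds plus 3 SD, set per campaign, cut at about 25% in these data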;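 also: 0% = DMSO with enzyme and 100% = buffer with substrate but no TDP2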
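Material: recombinant human TDP2; quantity: TDP2 enzyme at 120 nM final; medium: Tris-HCl pH 7.5 with MgCl2; compound: single concentration, 12.8 µM nominal, with 1% DMSO; incubation: 2 h enzyme incubation at 37 °C; signal: epi absorbance; measure: percent inhibition; benchmarks: high control without enzyme, low control DMSO plus TDP2; repeats: singlicate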
ADAM10 inh: human ADAM10 inhibitors, primary screen, biochemical, QFRET, HTS; recombinant ADAM10, EDANS/DABCYL FRET peptide cleavage, 3 h; inhibition, % at 7 µM; actives 0.62% (n = 370,000); AID 720582, 2013;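 active = inhibition above a per-campaign cutoff equal to the mean of compounds falling between control-based bounds plus 3 SD, cut at about 20% in these data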;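 also: 0% = DMSO wells while the 100% control is not disclosed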
DDE Tn7 FP inh: inhibitors of Tn7 peptide binding to fibrin DD(E), primary screen, biochemical, fluorescence polarization, human fibrin, Tn7 probe; inhibition, % at 8.3 µM; AID 720508, 2013; FP displacement of FITC-Tn7 peptide from fibrin DD(E); 0% = median of compound wells per plate; actives 0.13% (n = 370,000);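 active = inhibition above the mean of compounds falling within the control limits plus 3 SD of them, cut at about 14% in these data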;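 also: 0% = plate median of compound wells and 100% = 10 µM Aha-Tn7 peptide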
Target sequence (P02675 whole entry, looked up): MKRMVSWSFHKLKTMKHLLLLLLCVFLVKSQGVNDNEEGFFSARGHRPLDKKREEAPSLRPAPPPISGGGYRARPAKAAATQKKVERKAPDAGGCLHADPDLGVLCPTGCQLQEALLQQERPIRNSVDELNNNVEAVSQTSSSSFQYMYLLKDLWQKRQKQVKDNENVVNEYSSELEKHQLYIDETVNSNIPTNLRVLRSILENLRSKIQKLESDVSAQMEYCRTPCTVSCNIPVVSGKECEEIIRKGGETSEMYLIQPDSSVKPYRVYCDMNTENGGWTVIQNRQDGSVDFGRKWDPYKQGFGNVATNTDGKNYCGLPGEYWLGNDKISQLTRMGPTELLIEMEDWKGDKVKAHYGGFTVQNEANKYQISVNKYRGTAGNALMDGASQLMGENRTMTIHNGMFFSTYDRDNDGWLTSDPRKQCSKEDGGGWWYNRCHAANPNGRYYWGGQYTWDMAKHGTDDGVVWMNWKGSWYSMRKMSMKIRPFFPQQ
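Assay system: Human clot-derived fibrin DD(E) complex | Buffer or medium: Tris/NaCl/CaCl2 buffer, pH 7.8 | Repeats: One replicate per compound | Benchmarks: Aha-Tn7 high control | Measure: % inhibition scaled between sample-field median and high-control FP | Schedule: 10 min plus 3 h, room temperature | Signal: Fluorescence polarization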
ASAP1 inh: inhibitors of human ASAP1 ArfGAP activity, primary screen, biochemical, fluorescence polarization; inhibition, % at 16.5 µM; AID 624377, 2012; ASAP1-stimulated ARF1 GTP hydrolysis, GDP FP detection; actives 0.19% (n = 360,000); Arf-GAP with SH3 domain, ANK repeat and PH domain-containing protein 1 (Homo sapiens), …; in the data active = inhibition above about 25%;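 also: 0% = vehicle with enzyme and substrate and 100% = no enzyme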
Target sequence (Q9ULH1 325-724 limits assumed): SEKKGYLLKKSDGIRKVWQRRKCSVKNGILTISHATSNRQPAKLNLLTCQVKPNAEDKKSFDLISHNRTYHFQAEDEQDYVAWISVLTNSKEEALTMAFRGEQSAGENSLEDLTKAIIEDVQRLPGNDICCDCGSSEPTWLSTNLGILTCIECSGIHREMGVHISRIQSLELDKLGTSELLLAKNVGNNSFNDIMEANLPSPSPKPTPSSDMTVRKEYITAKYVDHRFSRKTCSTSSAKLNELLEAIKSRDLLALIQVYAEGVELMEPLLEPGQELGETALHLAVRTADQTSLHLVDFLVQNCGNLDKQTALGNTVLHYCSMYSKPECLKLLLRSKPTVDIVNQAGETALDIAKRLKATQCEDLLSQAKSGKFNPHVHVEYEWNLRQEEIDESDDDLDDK
ADAM17 inh: ADAM17 inhibitors, primary screen, biochemical, QFRET; Disintegrin and metalloproteinase domain-containing protein 17 (Homo sapiens), P78536; recombinant ADAM17, EDANS/DABCYL FRET peptide cleavage; inhibition, % at 6.95 µM; actives 0.83% (n = 370,000); AID 720648, 2013;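 active = inhibition above the mean of compounds lying between control limits plus 3 SD, set per campaign, cut at about 8.5% in these data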;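 also: 0% = DMSO-only wells as the low control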
LEDGF integ inh: blockers of LEDGF/p75-dependent integrase strand transfer – biochemical, TR-FRET, high throughput, primary screen; actives 0.64% (n = 370,000); HIV-1 integrase (with human LEDGF/p75); TR-FRET IN-LEDGF/p75 DNA integration, Eu/Cy5; inhibition, % at 3.7 µM;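 active = inhibition above the screen-wide mean plus 3 SD, cut at about 13% in these data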;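 also: signal is the Cy5 over europium emission ratio at 671 and 618 nm; 0% = plate median of compound wells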
DDE Tn6 FP inh: inhibitors of Tn6 peptide binding to fibrin DD(E), primary screen, biochemical, fluorescence polarization, human fibrin, Tn6 probe. AID 720509, 2013. actives 0.21% (n = 370,000). Fibrinogen beta chain (Homo sapiens), P02675. inhibition, % at 8.3 µM. Fibrin DD(E) TRITC-Tn6 fluorescence polarization displacement;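 active = inhibition above a per-campaign cutoff: mean of compounds within control limits plus 3 SD, cut at about 15% in these data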;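 also: 0% = median of all compound wells on the plate and 100% = blocking peptide control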
PLCg1 inh: PLC-gamma1 enzyme inhibitors, primary screen, biochemical, fluorescence, purified enzyme; 1-phosphatidylinositol 4,5-bisphosphate phosphodiesterase gamma-1 (Homo sapiens), P19174; fluorogenic substrate; inhibition, % at 12.2 µM; actives 0.84% (n = 370,000); AID 720700, 2013; in the data active = inhibition above about 9.5%
KLK7 zymogen act: proKLK7 zymogen activators, primary screen, biochemical, fluorescence intensity; Kallikrein-7 (Homo sapiens), P49862; purified proKLK7, EDANS-DABCYL substrate fluorescence; 100% is mature enzyme control, 0% vehicle; activation, % at 7 µM; actives 0.9% (n = 370,000); AID 652039, 2013;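 active = activation above the mean of all tested compounds plus 3 SD, computed per campaign excluding outliers beyond control limits, cut at about 13% in these data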
* marks the source's active call; other numbers are inactive results; . = no result given.

SMILES	ARFGAP1 inh	TDP2 absorb	ADAM10 inh	DDE Tn7 FP inh	ASAP1 inh	ADAM17 inh	LEDGF integ inh	DDE Tn6 FP inh	PLCg1 inh	KLK7 zymogen act
Cc1ccc(NC(=O)c2ccc(CNc3c(N4CCOCC4)c(=O)c3=O)cc2)cc1	10.1	-4.4	-4.3	2.5	-2.6	2.2	-2.4	4.2	1.7	0.4
COC(=O)Nc1ccc(NC(C)=O)cc1	-6.8	-5.2	10.6	-0.7	4.7	3.8	1.2	-10.4	2.3	-0.9
Cc1ccc(NC(=O)C(=O)NCC2CCCN2S(=O)(=O)c2cccs2)cc1 (centres undefined)	-14.0	10.2	-5.6	6.5	5.8	-5.1	-0.7	-7.6	-3.3	0.4
CC(C)(O)CN(C(=O)c1ccccc1)C1CCCCC1	0.8	3.1	-10.0	-5.9	3.2	-2.7	1.0	6.0	-1.7	-0.3
O=C(CSc1nnc(SCc2ccccc2Cl)s1)N/N=C/c1c[nH]c2ccccc12	11.7	-3.8	3.5	0.3	-7.4	3.0	0.0	-3.0	0.8	0.1
COc1cccc(CNc2ncnc3ccc(-c4c(C)noc4C)cc23)c1	6.2	6.3	3.4	6.1	9.9	-1.2	-2.9	-0.1	-1.4	0.8
O=C(Cn1nnc(-c2ccccc2)n1)N/N=C/c1cc([N+](=O)[O-])ccc1O	9.3	6.4	1.1	-3.6	-3.7	0.9	-2.5	1.0	-0.8	-0.6
C/C=C/C(=O)OCC(=O)Nc1ccc(F)cc1Cl	6.8	-6.3	9.2	1.4	4.9	3.4	2.4	2.9	8.0	-0.9
COc1ccc(NC(=O)C2C3CCC(O3)C2C(=O)O)cc1OC (centres undefined)	10.4	8.5	0.4	3.9	5.0	-2.2	-1.8	-4.9	-4.3	-1.0
COc1cc(/C=C/C(=O)O)ccc1OCc1ccccc1C#N	4.8	1.6	-6.0	5.2	-0.4	-7.6	-1.2	-0.3	0.3	-0.4
O=C(Nc1ccc2c(c1)OCO2)C1CCN(Cc2cc3c(cc2O)OCO3)CC1	-3.6	-3.7	-13.0	-0.7	-1.1	-3.6	-1.5	4.2	-7.1	-0.5
O=S(=O)(NC1CCCc2ccccc21)c1cnc[nH]1 (centres undefined)	4.5	8.3	7.4	-1.3	-2.1	-2.0	-3.1	1.1	2.0	-0.1

Part of the list above in order of heavy-atom count, low to high.
SMILES	ARFGAP1 inh	TDP2 absorb	ADAM10 inh	DDE Tn7 FP inh	ASAP1 inh	ADAM17 inh	LEDGF integ inh	DDE Tn6 FP inh	PLCg1 inh	KLK7 zymogen act
CC(C)(O)CN(C(=O)c1ccccc1)C1CCCCC1	0.8	3.1	-10.0	-5.9	3.2	-2.7	1.0	6.0	-1.7	-0.3
COc1cc(/C=C/C(=O)O)ccc1OCc1ccccc1C#N	4.8	1.6	-6.0	5.2	-0.4	-7.6	-1.2	-0.3	0.3	-0.4
O=C(Cn1nnc(-c2ccccc2)n1)N/N=C/c1cc([N+](=O)[O-])ccc1O	9.3	6.4	1.1	-3.6	-3.7	0.9	-2.5	1.0	-0.8	-0.6

(continued)
SMILES	ARFGAP1 inh	TDP2 absorb	ADAM10 inh	DDE Tn7 FP inh	ASAP1 inh	ADAM17 inh	LEDGF integ inh	DDE Tn6 FP inh	PLCg1 inh	KLK7 zymogen act
CCOc1ccc(NC(=O)CCc2ccc(C)o2)cc1	1.7	6.1	8.7	0.7	-0.4	-3.1	-0.4	3.4	-2.4	0.0
Cc1ccc2c(c1)nnn2C1CCN(CC(=O)NNC(=O)c2ccco2)CC1	1.6	-2.9	2.0	-1.0	7.5	2.0	-4.5	8.8	0.8	0.2
Cc1c(C(=O)NCc2ccccc2)oc2ccc(S(=O)(=O)N3CCCC3)cc12	-7.2	2.8	-0.6	-6.1	-14.2	0.7	-0.7	-0.6	1.4	0.2
CCN(C(=O)COC(=O)CNC(=O)c1cccc(C)c1)c1c(N)n(Cc2ccccc2)c(=O)[nH]c1=O	13.8	2.7	-9.3	-5.3	-6.3	-4.2	-1.7	-6.3	0.9	0.4
CNC(=O)CSc1nnc(-c2ccco2)n1-c1ccccc1	-4.5	-4.6	7.2	4.4	6.6	7.8	1.2	4.7	1.9	0.3
CCOC(=O)Cn1c(C)cc(=O)c2cccc(C)c21	6.2	-14.3	-10.9	8.2	1.9	-4.8	-0.9	3.9	-1.9	0.1
CCCCC(CC)C(=O)Nc1cc(C(=O)NCc2ccc(C)cc2)ccc1N1CCC2(CC1)CC(c1ccccc1)=NO2 (centres undefined)	10.7	3.7	8.7	-3.2	-13.1	1.2	0.7	-1.1	2.9	0.1
Cc1cccc(NC(=O)CCN2C(=O)C3C4CCC(C4)C3C2=O)c1C (centres undefined)	1.7	-4.6	-3.6	0.9	6.5	-5.1	-1.7	11.0	-0.2	0.0
CCN(CC)CCCN1C(=O)C(O)=C(C(=O)c2cc3ccccc3o2)C1c1ccccn1 (centres undefined)	7.0	-24.2	-2.5	-1.1	-8.0	1.7	2.1	2.4	1.1	0.3
CC(C)CCC(C)NC(=O)CN1C(=O)NC(C)(c2ccc3ccccc3c2)C1=O (centres undefined)	-1.1	4.6	-3.9	1.2	-3.1	0.2	4.2	-5.7	0.2	0.0
O=C(c1cccs1)N1N=C(c2ccccc2)CC1c1ccccc1O (centres undefined)	4.6	14.7	-111.3	-3.8	8.1	-38.0	-1.7	-2.6	-27.8	-10.0
O=C(NCCc1ccco1)C(=O)NCC1OCCCN1S(=O)(=O)c1ccc(F)cc1 (centres undefined)	-10.0	-11.0	-17.0	-3.7	10.1	-1.3	-0.9	-11.8	-0.1	0.7

Part of the list above in another layout:
| SMILES | ARFGAP1 inh | TDP2 absorb | ADAM10 inh | DDE Tn7 FP inh | ASAP1 inh | ADAM17 inh | LEDGF integ inh | DDE Tn6 FP inh | PLCg1 inh | KLK7 zymogen act |
| --- | --- | --- | --- | --- | --- | --- | --- | --- | --- | --- |
| O=S(=O)(NC1CCCc2ccccc21)c1cnc[nH]1 (centres undefined) | 4.5 | 8.3 | 7.4 | -1.3 | -2.1 | -2.0 | -3.1 | 1.1 | 2.0 | -0.1 |
| CC(C)(O)CN(C(=O)c1ccccc1)C1CCCCC1 | 0.8 | 3.1 | -10.0 | -5.9 | 3.2 | -2.7 | 1.0 | 6.0 | -1.7 | -0.3 |

Following part:
SMILES	ARFGAP1 inh	TDP2 absorb	ADAM10 inh	DDE Tn7 FP inh	ASAP1 inh	ADAM17 inh	LEDGF integ inh	DDE Tn6 FP inh	PLCg1 inh	KLK7 zymogen act
O=C1/C(=C\c2ccccc2)CCc2c1[nH]c1ccccc21	-5.3	0.1	-7.4	-1.2	-2.4	-2.4	0.7	10.0	-224.5	-2.2
COc1cc(NC(=O)COC(=O)/C=C/c2ccc(O)c(OC)c2)cc(OC)c1	0.9	6.3	-39.7	-8.0	17.4	-11.2	1.8	2.1	-43.6	-5.8
COc1cccc(CNC(=O)COC(=O)c2ccc(C(=O)c3ccccc3)cc2)c1	10.2	5.3	-1.1	-1.0	-5.0	1.4	5.2	1.4	-2.8	0.7
CCOc1ccc(Nc2nc(-c3cccnc3)cs2)cc1	7.5	-20.5	8.3	2.6	-1.4	6.5	6.5	1.1	12.0*	-0.2
O=C(NNC(=O)c1sc2cccc(Cl)c2c1Cl)Nc1ccccc1	-4.7	2.9	-3.3	-3.1	16.8	-1.6	-3.5	3.2	-3.3	-0.4
O=C(O)c1cc(S(=O)(=O)N2CCCCC2)ccc1N1CCCC1	-0.9	-2.9	-48.9	3.0	-2.8	-14.5	4.7	-0.6	-27.0	-0.2
COc1ccccc1N1C(=O)CSC1=S	9.8	-2.2	8.1	-5.6	1.1	-0.4	3.1	-6.2	-1.9	-0.1
COCC(C)NC(=O)CSc1nc2nn(-c3ccccc3)c(=O)c-2c2n1CCCCC2 (centres undefined)	1.6	2.7	-8.4	-3.9	-2.8	0.5	2.4	-2.2	2.4	-0.2
O=c1[nH]cnc2sc(-c3ccccc3)cc12	-7.3	-3.5	-15.5	-4.2	-1.2	-4.9	-1.0	-4.3	3.6	-2.2
CCC(C)(C)NC(=O)C(c1ccc(F)cc1)N(Cc1ccco1)C(=O)c1cnccn1 (centres undefined)	-6.1	7.7	-2.4	4.2	8.3	-2.4	1.6	-1.2	-0.2	0.0
OCCNC(=S)Nc1ccc2nsnc2c1	1.9	-5.8	-12.8	2.7	-6.4	-5.1	-2.9	7.3	-47.9	4.2
COc1ccc2c(c1)C(c1cccs1)=NNC(c1cccnc1)=N2	5.0	1.3	8.1	-7.5	-5.1	-2.6	1.8	-0.2	-4.5	-0.3
O=C(CCc1ccccc1)NNC(=O)COc1ccccc1	1.4	10.3	1.6	1.3	-3.9	-6.7	-0.3	-7.0	-5.1	-0.2
COc1ccc2c3c([nH]c2c1)C1=NCC[C@]12c1ccccc1N=CN2CC3	.	5.6	-7.6	4.8	.	-5.7	-1.4	2.0	-2.4	.
O=Cc1nc(-c2ccccc2Cl)n2ccccc12	-4.5	-3.4	-9.9	-0.7	4.1	-4.2	1.5	-5.8	2.0	-0.4
CC(/C=N/NC(=O)c1cc(C(C)(C)C)[nH]n1)=C\c1ccccc1	15.8	4.7	3.9	11.1	-12.3	-0.6	-0.3	-1.2	4.6	-0.4
Cc1c(C#N)c(N=CN(C)C)c(C(=O)c2ccccc2)n1-c1ccccc1	5.1	-4.1	4.4	-2.6	11.1	-0.5	2.0	-1.2	-0.2	0.0
Cc1ccc(-n2[nH]c(C)c(C=Nc3ccc(S(=O)(=O)N4CCOCC4)cc3)c2=O)c(C)c1	7.7	-9.9	-0.1	-0.3	-4.9	-0.5	-5.9	-12.4	1.3	0.3
CCn1cc(C(=O)O)c(=O)c2cc(F)c(N3CCN(S(=O)(=O)c4ccc(NC(C)=O)cc4)CC3)cc21	0.9	-0.6	-273.3	1.5	1.1	-81.8	-0.3	3.6	-93.7	-10.0

Compounds were not picked by outcome; overall some 4.2% were active at least once.
